# KCNQ1 inh: human KCNQ1 channel inhibition. AID 2642. P51787. B-score at 10 µM. CHO-K1 KCNQ1, FluxOR thallium flux fluorescence; hits give high values. 310,000 tested, 1.3% active;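 active means compounds whose thallium flux B-score, printed positive for inhibition, exceeds three library SD while starting fluorescence stays within three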;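 further: channel opened by potassium depolarization with thallium stimulus after 20 min compound exposure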
# HDAC3 inh: blocks human histone deacetylase 3 | inhibition, % at 8.3 µM | O15379 | recombinant HDAC3, fluorogenic peptide/trypsin coupled, fluorescence | 320,000 tested, 0.15% active; in the data active means inhibition above about 26%, passing the limit was not always enough; inconclusive means no clear call, values can overlap the other calls
# TRPC4 act: TRPC4 (mouse) channel activation; HEK293 TRPC4beta/mu-opioid, Fluo4 calcium fluorescence; hits give high values; B-score at 10 µM; 310,000 tested, 0.49% active; AID 2237;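 active means B-score above 5 SD of library B-scores, and initial fluorescence ratio not above library mean plus 5 SD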;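 further: positive B-score marks a calcium rise read as TRPC4 activation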
# Target sequence (Q9QUQ5 whole entry, looked up): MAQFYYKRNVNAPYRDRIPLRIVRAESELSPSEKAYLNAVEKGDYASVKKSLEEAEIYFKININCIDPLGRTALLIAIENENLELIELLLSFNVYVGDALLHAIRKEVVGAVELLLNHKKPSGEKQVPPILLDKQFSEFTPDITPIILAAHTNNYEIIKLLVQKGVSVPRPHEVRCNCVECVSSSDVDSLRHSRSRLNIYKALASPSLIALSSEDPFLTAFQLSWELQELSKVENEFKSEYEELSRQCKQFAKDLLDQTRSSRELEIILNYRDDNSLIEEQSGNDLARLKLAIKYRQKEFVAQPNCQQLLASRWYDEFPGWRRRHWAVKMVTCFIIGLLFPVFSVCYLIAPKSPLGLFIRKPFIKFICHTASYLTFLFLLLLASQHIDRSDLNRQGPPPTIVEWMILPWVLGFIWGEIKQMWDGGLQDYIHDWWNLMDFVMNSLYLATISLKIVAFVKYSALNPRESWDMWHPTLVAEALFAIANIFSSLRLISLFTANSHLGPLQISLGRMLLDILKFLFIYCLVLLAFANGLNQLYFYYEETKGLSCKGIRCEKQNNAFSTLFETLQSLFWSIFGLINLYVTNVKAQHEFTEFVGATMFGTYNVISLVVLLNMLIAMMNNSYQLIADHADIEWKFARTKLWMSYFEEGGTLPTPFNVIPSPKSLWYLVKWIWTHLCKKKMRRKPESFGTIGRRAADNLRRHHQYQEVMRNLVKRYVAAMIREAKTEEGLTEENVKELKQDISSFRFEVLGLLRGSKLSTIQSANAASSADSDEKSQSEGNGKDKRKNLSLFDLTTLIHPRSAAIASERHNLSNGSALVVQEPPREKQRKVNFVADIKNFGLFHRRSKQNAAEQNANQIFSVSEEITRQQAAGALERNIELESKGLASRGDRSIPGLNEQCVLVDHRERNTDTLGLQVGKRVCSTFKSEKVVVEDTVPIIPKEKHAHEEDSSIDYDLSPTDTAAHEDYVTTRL
#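 System – HEK293 cells stably co-expressing mouse TRPC4beta and mu-opioid receptor · Signal – Fluo4 calcium-sensitive dye fluorescence, kinetic, 1 Hz baseline · Benchmarks – buffer (low) and maximal DAMGO (high) · Read-out – B score of integrated fluorescence ratio per well · Incubation – dye loading 45 min room temperature, 110 s kinetic read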
# KCNK9 inh: blocks the human KCNK9 two-pore domain potassium channel. Q9NPC2. HEK293 KCNK9, FluxOR thallium flux fluorescence; hits give low values. B-score at 10 µM. 310,000 tested, 1.2% active;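 active means ratio B-score over 3 SD below the library mean, with starting fluorescence within 5 SD of its mean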;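 further: negative B-score means less thallium flux so channel inhibition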
# Dyrk1A ADPGlo: inhibitors of rat Dyrk1A kinase; ADP-Glo luminescence, NFATc1 peptide; inhibition, % at 12.5 µM; 310,000 tested, 0.43% active; in the data active means inhibition above about 50%;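 further: plate controls were vehicle with enzyme for no effect and no enzyme for full effect; many of its hits are not listed in these tables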
# TRPC4 potent: allosterically enhances the mouse TRPC4 cation channel; AID 2227; HEK293 TRPC4beta/mu-opioid, DAMGO EC20, Fluo-4 Ca2+ flux; hits give high values; B-score at 10 µM; 310,000 tested, 0.42% active; Q9QUQ5;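 active means B-score of calcium response area above 5 SD of library B-scores, with initial fluorescence ratio within 5 SD of library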;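 further: B-score of integrated fluorescence ratio over time as area under calcium response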
# KCNQ1 pot: potentiates or activates the human KCNQ1 potassium channel. P51787. CHO-K1 KCNQ1, thallium flux FluxOR fluorescence; hits give high values. AID 2648. B-score at 10 µM. 310,000 tested, 0.35% active;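 active means fluorescence ratio B-score, a plate-corrected score, at least three library SD, with initial intensity B-score within 5 SD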
#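 assay system = KCNQ1-transfected CHO-K1 cells | medium = assay buffer with matched DMSO | probe or stimulus = depolarizing K+/Tl+ stimulus, K2SO4 and Tl2SO4 each 12.5 mM in 5x stock | dosing = single dose | incubation = dye 90 min, compound 20 min, room temperature | detection = kinetic FluxOR fluorescence, 10 s baseline plus 110 s post-stimulus | evaluation = ratio B score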
# ANO1 activ: activates or potentiates the mouse TMEM16A chloride channel; HEK293 TMEM16A/YFP-H148Q/I152L, iodide quench fluorescence; hits give low values; B-score at 10 µM; 340,000 tested, 0.3% active; AID 623877;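 active means fluorescence-ratio B-score plate-corrected deviation score at least 3 library SD below zero, with starting fluorescence score within 5 deviations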;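 further: channel opened by trigger with iodide after compound preincubation; score built on the fluorescence ratio of max minus min over baseline; more negative score means more quench and so TMEM16A activation or potentiation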
# TMEM16A inh: inhibitors of mouse TMEM16A calcium-activated chloride channel; Q8BHY3; HEK293 TMEM16A/YFP iodide influx fluorescence, ionomycin; normalized B-score (activity score, 25-100; higher = stronger inhibition) at 10 µM; 310,000 tested, 1.2% active;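 active means ratio plate-corrected score three or more library SD toward inhibition, starting fluorescence score within five deviations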;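 further: score derived from kinetic fluorescence span divided by baseline fluorescence per well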
# hERG protect: shields human hERG channel from block by proarrhythmic agents; Q12809; CHO-hERG, FluxOR thallium flux, dofetilide IC70 present; activation (rescue from dofetilide block), less the hit threshold, % at 10 µM; 310,000 tested, 0.51% active; AID 1511;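 active means activation above the mean of controls blocked by dofetilide plus 5 SD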;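 further: thallium influx through hERG after potassium depolarization seen as dye fluorescence rise; in these data hits start at about 4.7%; inactives centre near -7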
# KCNK3 inh: human KCNK3 channel inhibition, primary screen. O14649. CHO-KCNK3 thallium flux, FluxOR fluorescence; hits give low values. B-score at 10 µM. 340,000 tested, 0.84% active;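 active means B-score under library mean minus 4 SD, starting fluorescence ratio at most library mean plus 5 SD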;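 further: more negative B-score means stronger inhibition of thallium flux through KCNK3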
# The depositor's hits bear a star; i = inactive; ? = inconclusive; . = no result given. Some of the compounds tested. The share of hits here may be higher or lower than overall.
# Each structure is followed by: KCNQ1 inh	HDAC3 inh	TRPC4 act	KCNK9 inh	Dyrk1A ADPGlo	TRPC4 potent	KCNQ1 pot	ANO1 activ	TMEM16A inh	hERG protect	KCNK3 inh
> COc1ccc(Cl)cc1-c1nc(-c2ccncc2)no1
    i	-5	i	i	-5	i	i	i	i	-6	i
> CCC(=O)c1ccc(OCC(O)Cn2nc(C)cc2C)cc1 (configuration not stated)
    i	-2	i	i	1	i	i	i	i	-10	i
> CN1CCN(CCCNC(=O)Nc2ccc([N+](=O)[O-])cc2)CC1
    i	11	i	i	1	i	i	i	i	-10	i
> Cc1cc(Br)ccc1OCC(=O)NNC(=O)CCc1ccccc1
    i	-2	i	i	0	i	i	i	i	-13	i
> COc1ccc2ccccc2c1/C=N/NC(=O)c1cccc(C)c1
    i	-5	i	i	.	i	i	i	i	-8	i
> COc1cccc(NC(=O)c2nn(C34CC5CC(CC(C5)C3)C4)cc2[N+](=O)[O-])c1
    i	?	i	i	0	i	i	i	i	-9	i
> O=C(c1cccc(F)c1)N1CCN(S(=O)(=O)c2ccc(C(F)(F)F)cc2)CC1
    i	2	i	i	7	i	i	i	i	-11	i
> Cc1cc(C)cc(OC2CCCCC2NS(=O)(=O)c2ccccc2)c1 (configuration not stated)
    i	10	i	i	-39	i	i	i	i	-9	i
> O=C1NC(=S)SC1=C1CCCC1
    i	5	i	i	7	i	i	i	i	0	i
> O=C(c1ccc(Cn2cc(Cl)c([N+](=O)[O-])n2)cc1)N1CCN(Cc2ccccc2)CC1
    i	0	i	i	.	i	i	i	i	-4	i
> COCCn1nnnc1C(c1cc2cc(OC)c(OC)cc2[nH]c1=O)N1CCN(c2ccc(O)cc2)CC1 (configuration not stated)
    i	-5	i	i	3	i	i	i	i	-4	i
> CC(=O)NCCC(=O)NCC1(N(C)Cc2ccccc2)Cc2ccccc2C1
    i	1	i	i	-3	i	i	i	i	-3	i
> CC(=O)Nc1nc2ccc(C(=O)NC3CCCCC3)cc2s1
    i	4	i	i	9	i	i	i	i	-3	i
> CC(=O)C1=C(O)C(=O)N(c2ccc(Br)cc2)C1c1ccc(Br)cc1 (configuration not stated)
    i	1	i	i	-4	i	i	i	i	-10	i
> CN(Cc1cn(C)c2ccccc12)C(=S)Nc1cc(F)cc(F)c1
    i	11	i	i	-7	i	i	i	i	-8	i
> Cc1ccc(-c2cc(-c3ccccc3)nc(Cl)n2)cc1
    i	0	i	i	-5	i	i	i	i	-7	-11*
> COc1ccccc1NC(=S)N1CCNC(=O)C1CC(=O)Nc1cccc(C)c1 (configuration not stated)
    i	4	i	i	10	i	i	i	i	-6	i
> Cc1ccccc1N=CC=C1OC(C)(C)C(C)(C)O1
    i	.	i	i	-7	i	i	i	i	-7	i
> O=C(CN1C(=O)C2C3c4ccccc4C(c4ccccc43)C2C1=O)N1CCOCC1 (configuration not stated)
    i	1	i	i	-2	i	i	i	i	-2	i
> CC1(C)CC(NS(=O)(=O)OCC(Cl)(Cl)Cl)c2cc(C#N)ccc2O1 (configuration not stated)
    i	4	i	i	10	i	i	i	i	-4	i
> CCOC(=O)N1CCN(C(=O)CCc2nc3sc4c(c3c(=O)[nH]2)CCCC4)CC1
    i	-1	i	i	-1	i	i	i	i	-11	i
> N#Cc1nc(-c2ccccc2F)oc1NCc1ccccc1
    i	-102	i	i	42	i	i	i	i	-7	i
> CCc1ccc(NCc2nc3ccccc3c(=O)[nH]2)cc1
    i	8	i	i	-1	i	i	i	i	-19	i
> COc1c(C)cc(C(=O)C2CCCN(C(=O)c3cccc(F)c3)C2)cc1C (configuration not stated)
    i	3	i	i	2	i	i	i	i	-7	i
> CCOC(=O)c1c(NC(=O)CN(CC)CC)sc2c1CCN(C(=O)OCC)C2
    i	7	i	i	17	i	i	i	i	-18	i
> O=[N+]([O-])c1cccc(-n2nnnc2CNCc2ccccc2)c1
    i	-5	i	i	-1	i	i	i	i	-12	i
> Cc1cccc(N/N=C(\C=N\N)C(=O)c2ccc(Br)cc2)c1
    i	4	i	i	.	i	i	.	i	-4	.
> CCc1nnc(NC(=O)CCC(=O)N2CCN(Cc3ccc(Cl)cc3)CC2)s1
    i	-14	i	i	6	i	i	i	i	-8	i
> COC(=O)c1cccc(N(C(=O)c2cnccn2)C(C(=O)NC2CCCCC2)c2cn(C)nc2C)c1 (configuration not stated)
    i	-3	i	i	-6	i	i	i	i	-8	i
> N#C/C(=N/O)c1nc(-c2ccc(F)cc2)cs1
    i	3	i	i	14	i	i	i	100*	-12	i
> O=C(c1nn(Cc2ccccc2)c(=O)c2ccccc12)N1CCN(c2ccccn2)CC1
    i	-10	i	i	0	i	i	i	i	-14	i
> Cc1ccc(NC(=O)CSc2nnc(-c3ccco3)n2N)cc1F
    i	-1	i	i	2	i	i	i	i	-6	i
> COc1ccc(C2(CCN=Cc3ccc(N(C)C)cc3)CCOC(C)(C)C2)cc1 (configuration not stated)
    i	2	i	i	4	i	i	i	i	-8	i
> O=C(Cc1cccs1)Nc1nc(-c2ccc(F)cc2F)cs1
    i	1	i	-7.5*	15	85*	i	i	i	-5	i
> COc1ccc(C2C(C(C)=O)=C(O)C(=O)N2CCCn2ccnc2)cc1 (configuration not stated)
    i	-2	i	i	-3	i	i	i	i	-8	i
> Cc1cccc(-n2ncc3c2CCCC3NC(=O)CCN2Cc3ccccc3C2=O)c1C (configuration not stated)
    i	2	i	i	1	i	i	i	i	-8	i
> COc1ccc(S(=O)(=O)NCC2CCCN(Cc3cccnc3)C2)cc1 (configuration not stated)
    i	-4	i	i	1	i	i	i	i	-17	i
> CCCCOc1ccc(S(=O)(=O)N2CCN(c3ccc(N4CCN(CC)CC4)nn3)CC2)cc1
    i	-3	i	i	2	i	i	i	i	-11	i
> FC(F)(F)c1ccc(N2CCN(c3ncnc4c3nnn4Cc3ccccc3Cl)CC2)cc1
    i	-1	i	i	3	i	i	i	i	-9	i
> O=C(CCc1nnc(COc2ccccc2)o1)NCc1ccc(Cl)s1
    i	-3	i	i	4	i	i	i	i	-15	i
> CC(C)Cc1nnc(NC(=O)CCC(=O)N2CCN(S(=O)(=O)c3ccccc3)CC2)s1
    i	3	i	i	-4	i	i	i	i	-8	i
> CCc1ccc(N(C(=O)c2ccoc2C)C(C(=O)NC2CCCC2)c2ccc(OC)cc2)cc1 (configuration not stated)
    i	?	i	i	-2	i	i	i	i	-5	i
> NC(=O)c1cccn1Cc1cccc(Cl)c1
    i	.	i	i	-3	i	i	i	i	-9	i
> COc1ccc(CCNC(=O)C2CC(c3cc(C(F)(F)F)cc(C(F)(F)F)c3)=NO2)cc1 (configuration not stated)
    i	5	i	i	-1	i	i	i	i	-3	i
> CCOC(=O)C(NS(=O)(=O)c1ccc(Br)cc1)C(C)C (configuration not stated)
    i	6	i	i	0	i	i	i	i	-10	i
> Cc1cc(NC(=O)c2noc3c2CCCCC3)no1
    i	0	i	i	-4	i	i	i	i	-5	i
> Cc1ccccc1Oc1nc(-c2ccccn2)nc2ccccc12
    i	0	i	i	11	i	i	i	i	-13	i
> O=[N+]([O-])c1cccnc1S(=O)(=O)c1ccccc1
    i	-1	i	i	-1	i	i	i	i	-14	i
> Cc1ccc2oc(-c3cccc(NC(=S)NC(=O)c4cccs4)c3)nc2c1
    i	1	i	i	.	i	i	i	i	-6	i
> COc1cc2c(cc1OC)CN(C(=O)CCNS(=O)(=O)c1ccccc1F)CC2
    i	1	i	i	-1	i	i	i	i	-7	i
> O=C(c1ccc(S(=O)(=O)N2CCOCC2)cc1)N1CCN(S(=O)(=O)c2ccc(Cl)s2)CC1
    i	3	i	i	4	i	i	i	i	-9	i
> Cc1ccc(S(=O)(=O)N2CCCC2C(=O)NCCc2nc3ccccc3[nH]2)cc1 (configuration not stated)
    i	7	i	i	10	i	i	i	i	-21	i
> O=S(=O)(Nc1ccc2c(c1)OCCO2)c1c(F)cccc1F
    i	3	i	i	0	i	i	i	i	-6	i
> COc1ccccc1CNC(=O)COC(=O)Cc1ccc(Cl)cc1
    i	7	i	i	-17	i	i	i	i	-10	i
> O=C(Nc1cccc(C(F)(F)F)c1)c1cccnc1N1CCN(CCO)CC1
    i	?	i	i	1	i	i	i	i	-3	i
> COc1ccccc1/C=C/C(=O)NCC(=O)N/N=C(/C)c1ccc(Cl)cc1
    i	0	i	i	-3	i	i	i	i	-5	i
> Cc1ccc(C(=O)N2N=C(c3ccc(NS(C)(=O)=O)cc3)CC2c2cccs2)cc1 (configuration not stated)
    i	8	i	i	1	i	i	i	i	-9	i
> CCCCOC(=O)Cn1c(=N)n(CCN(CC)CC)c2ccccc21
    i	-1	i	i	4	i	i	i	i	-13	i
> COc1ccc(-n2nc(C(=O)NCC(=O)N3CCOCC3)c3ccccc3c2=O)cc1OC
    i	0	i	i	-2	i	i	i	i	-6	i
> COc1ccc(OCCSc2nc(C)nc3ccccc23)cc1
    i	9	i	i	6	i	i	i	25*	-28	-12*

# Further records
# Each structure is followed by: KCNQ1 inh	HDAC3 inh	TRPC4 act	KCNK9 inh	Dyrk1A ADPGlo	TRPC4 potent	KCNQ1 pot	ANO1 activ	TMEM16A inh	hERG protect	KCNK3 inh
> CC(=O)c1ccc(OCCCC(=O)Nc2cc(Cl)ccc2-n2cncn2)cc1
    i	1	i	i	3	i	i	i	i	-11	i
> CCc1ccc(NC(=O)Cc2ccc(OC)cc2)cc1
    i	7	i	i	.	i	i	.	i	-3	.
> O=C(CSCc1c(Cl)cccc1Cl)NN=C1CCCC1
    i	-1	i	i	.	i	i	-29*	i	-6	i
> O=C(N/N=C/c1cccc(O)c1)c1ccc(COc2ccccc2Br)cc1
    i	6	i	i	-6	i	i	i	i	-11	i
> COc1cccc(/C=N/NC(=O)CNC(=O)COc2ccccc2)c1O
    i	?	i	i	.	i	i	i	i	-7	i
> N#CCSc1nc2ccc(N3CCCCC3)cc2c(=O)n1Cc1ccccc1
    i	4	i	i	-5	i	i	i	i	-15	i
> COc1ccc(-n2ncc3c(NCc4ccco4)ncnc32)cc1
    i	-8	i	i	-2	i	i	i	i	-8	i
> Cc1ccnc(NS(=O)(=O)c2ccc3ccccc3c2)n1
    i	2	i	i	8	i	i	i	i	-5	i

# From PubChem
